Compound activity (PubChem)
ATXN2 expr inh: ATXN2 expression inhibition | Potency, µM (top dose mostly 57 µM), inactives show top-dose activity change, negative = inhibition, actives largely listed as inhibitors | 360,000 compounds, 0.72% hits | HEK-293 ATXN2-luciferase reporter, luminescence, 24 h | AID 1745845; also: potency is read from the fitted curve at half-maximal effect; % is scaled to controls: 0 for no effect and ±100 for the full control effect; nearly all actives have a fitted effect of over 55% in size
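ATXN2-luciferase reporter cells (luciferase flanked by upstream and downstream ATXN2 gene portions) were treated 24 h at 37 °C with compounds at up to 57 uM. SteadyGlo luminescence gave expression; GF-AFC fluorescence gave viability.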
KB-V1 MDR tox: KB-V1 MDR subline cytotoxicity. Potency, µM (top dose mostly 46.1 µM), inactives show at the top dose activity change, negative = cytotoxicity, usual class: cytotoxic. 400,000 compounds, 3.4% hits. AID 1347076. KB-V1 MDR cells viability, CellTiter-Glo, 72 h; also: potency is read from the fitted curve at half-maximal effect; % is scaled to controls: 0 for no effect and ±100 for the full control effect; nearly all actives have a fitted effect of over 60% in size
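Readout: CellTiter-Glo luminescence, 10 min after addition. Cells: KB-V1 MDR subline, 72 h at 37 degrees C with compound. Analysis: corrected, normalized data fitted to concentration-effect curves.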
IL1B secr inh: inflammasome signaling inhibition, IL-1 beta readout | activity change, % at 57.5 µM | AID 743279 | 360,000 compounds, 4.7% hits | THP-1 LPS/ATP IL-1B secretion, AlphaLISA, 16 h; stronger effect = lower value; in the data active = activity change below about -50%; inconclusive = mostly about -30% to -49%; also: % is scaled to controls: 0 for no effect and ±100 for the full control effect
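THP-1 cells pretreated 1 hr with compounds (up to 57.5 uM final), then stimulated with LPS (250 ng/mL final) plus ATP (1.25 mM final); secreted IL-1B measured by AlphaLISA after 16 hr, decreased signal indicating inhibition.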
KB-3-1 tox: kills parental KB-3-1 adenocarcinoma cells; 400,000 compounds, 1.4% hits; AID 1347075; Potency, µM (doses to about 46.1 µM), for inactives: at the highest dose activity change, negative = cytotoxic, usual class: cytotoxic; KB-3-1 viability, CellTiter-Glo ATP luminescence, 72 h; also: potency is read from the fitted curve at half-maximal effect; % is scaled to controls: 0 for no effect and ±100 for the full control effect; nearly all actives have a fitted effect of over 60% in size
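KB-3-1 cells, DMEM (no phenol red) + 10% FBS; compound by pin transfer, 72 h, 37 °C. Readout: CellTiter-Glo luminescence after 10 min. Data normalized, curve-fitted.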
HT1080-NT tox: kills 2HG-producing HT-1080-NT fibrosarcoma cells; Potency, µM (titrated, usually from 46.1 µM), for inactives: at the top dose activity, negative = less viability, usual class: cytotoxic; 360,000 compounds, 1.6% hits; HT-1080-NT fibrosarcoma viability, CellTiter-Glo ATP luminescence, 48 h;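 also: NT is the 2HG producing partner of a matched IDH1 knockdown line; potency is read from the fitted curve at half-maximal effect; 0% = DMSO-treated cells and -100% = media-only wells without cells; nearly all actives have a fitted effect of over 55% in size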
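Read-out is CellTiter-Glo luminescence after 10 minutes at room temperature, following 48 hours' compound treatment of HT-1080-NT cells (750 cells/well, RPMI, 5% FBS, 37 degrees C).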
ATXN viability: cell viability loss in ATXN counter-screen; AID 651635; Potency, µM (titrated, usually from 56.7 µM), usual class: cytotoxic; 400,000 compounds, 0.49% hits; S2 cells (HEK-293 line with an ATXN2-luciferase reporter) viability, CellTiter-Fluor protease fluorescence, 24 h; also: potency is read from the fitted curve at half-maximal effect; nearly all actives have a fitted effect of over 40% in size
MCF10A rereplic: inducers of DNA re-replication in MCF 10A breast cells; MCF 10A DNA re-replication, Hoechst nuclear intensity, 48 h; Potency, µM (doses to about 46.1 µM), for the others: top-dose activity, positive = re-replication, actives largely listed as activators; 350,000 compounds, 2.9% hits; AID 624296; also: potency is read from the fitted curve at half-maximal effect; % of control where 0% means no effect; nearly all actives have a fitted effect of over 50% in size
SW480 rerep: DNA re-replication induction in SW480 cells; SW480 DNA re-replication, Hoechst DNA content imaging, 48 h; Potency, µM (series often up to 46.1 µM), without a hit: top-dose re-replication activation, hits mostly activators; 340,000 compounds, 1.8% hits; AID 624297; also: potency is read from the fitted curve at half-maximal effect; % of control where 0% means no effect; nearly all actives have a fitted effect of over 55% in size
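250 cells/well; 23 nL cpd via pin tool; 48 hr, 37 C, 5% CO2; Hoechst 40 min; imager read of total nuclear intensity, ex 405/em 500-530 nm.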
HT1080 IDH1KD tx: HT-1080 IDH1 knockdown cell toxicity (counter line); AID 686971; 360,000 compounds, 2% hits; HT-1080 IDH1 knockdown viability, ATP luminescence, 48 h; Potency, µM (top dose mostly 46.1 µM), for the others: at the highest dose activity, negative = toxicity, hits mostly cytotoxic;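 also: potency is read from the fitted curve at half-maximal effect; 0% = DMSO wells and -100% = cell-free medium wells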
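Using the IDH1-knockdown HT-1080 line run in the same batch and compound series as the NT line, viability after 48 h at 37 °C was determined by CellTiter-Glo luminescence and expressed as % activity.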
An asterisk follows results filed as active; i = inactive; u = inconclusive; x = not tested or not shown; & = joins results of further samples; [ ] = dose if it differs, or a comment. Unless noted, calls follow the shape of the dose curve; as a rule, active = well fitted curve in the direction sought with a large enough effect; inconclusive = small, poorly fitted or top-dose-only effect, or another doubt; inactive = no such curve, though single readings can be large; an effect the other way counts as inactive or inconclusive.

| SMILES | ATXN2 expr inh | KB-V1 MDR tox | IL1B secr inh | KB-3-1 tox | HT1080-NT tox | ATXN viability | MCF10A rereplic | SW480 rerep | HT1080 IDH1KD tx |
| --- | --- | --- | --- | --- | --- | --- | --- | --- | --- |
| CN(C)CCCNC(=S)/N=c1\sccn1Cc1ccccc1Cl | -6% | -10% | -28 | -19% | -7% | i | 0% | u | -6% |
| CC(=O)N(CCCN(C)C)Cc1ccccn1 | 1% | u | 26 | -3% | 21% | i | 2% | -9% | 17% |
| COC(=O)c1ccc(Cn2ccc(=O)[nH]c2=O)cc1 | -1% | u | -4 | 21% | 2% | i | 1% | -8% | 0% |
| COc1cccc(-c2nn(-c3ccc(C)cc3)cc2C(=O)NCC2CCCO2)c1 (stereo not given) | 8% | u | -16 | u | -5% | i | 4% | 1% | -17% |
| O=C1N[C@H](Cc2c[nH]c3ccccc23)COC(=O)[C@H](Cc2ccc(F)cc2)C/C=C\C[C@H]1CC(=O)N(CCO)Cc1ccccc1 | 2% | -17% | u | u | u | u | 3% | 5% | -29% |
| CCOc1ccc(CC(=O)Nc2c(C(=O)c3ccc(F)cc3)oc3ccc(Cl)cc23)cc1OCC | 12% | 0% | x | 20% | x | i | x | x | x |
| O=C(NCc1ccco1)c1cccc(NC(=O)c2ccccc2)c1 | x | -18% | 0 | u | -15% | x | u | -12% | u |
| CC(NC(=O)c1cc(-c2cccnc2)nc2ccc(Br)cc12)C1CCCO1 (stereo not given) | -15% | x | 1 | x | 0% | i | 0% | -1% | -1% |
| COCC(=O)Nc1nnc(Cc2ccc(OC)cc2)s1 | 6% | 12% | -1 | -1% | -2% | i | 0% | -6% | 0% |
| Cc1ccc(S(=O)(=O)N(C)C)cc1NC(=O)COC(=O)CNC(=O)c1cccs1 | -7% | 0% | -14 | u | -3% | i | 0% | -4% | 1% |
| COc1cc2ncc(S(=O)(=O)c3ccccc3)c(N3CCCC(C)C3)c2cc1OC (stereo not given) | u | 9% | -30 | u | -25% | u | u | u | u |
| Cn1c(CCc2ccccc2)nnc1SCC(N)=O | -10% | 4% | 12 | -2% | -1% | u | -3% | 1%[9.22 µM] | 9% |
| CCN(CC)C(=O)N1c2ccccc2CC(N(CC)CC)c2ccccc21 (stereo not given) | -16% | -22% | -20 | u | -20% | i | 5% | 4% | -26% |
| O=[N+]([O-])c1ccc(C2=NN(CCO)C(=Nc3ccc(OC(F)(F)F)cc3)SC2)cc1 | -20% | 1% | -63* | 1% | u | i | 7% | u | 15µM* |
| O=C1CCC(=O)N1CCc1c[nH]c2ccccc12 | 0% | 3% | -16 | 1% | 17% | i | 1% | -8% | 4%[9.24 µM] |
| CC(CC(=O)N(CCC1=CCCCC1)c1c(N)n(Cc2ccccc2)c(=O)[nH]c1=O)c1ccccc1 (stereo not given) | u | -7% | 14 | -10% | u | i | u | u | u |
| Cc1ccc(NS(=O)(=O)c2c(C)[nH]c(C)c2C(=O)N2CCCCC2)cc1F | -18% | 5% | -21 | -17% | -1% | i | 4% | 1% | -11% |
| O=C(CN(C(=O)CCC(=O)Nc1nccs1)c1ccccc1F)NCC1CCCO1 (stereo not given) | -7% | u | 11 | 3% | 9% | i | 0% | -3% | 11% |
| Cc1nn(-c2ccccc2)c(NC(=O)c2ccccc2)c1Br | -20% | 1% | -20 | -1% | -21% | i | u | 8% | u |
| O=C(CCCc1nc(-c2ccc(Cl)cc2)no1)N1CCOCC1 | -10% | 9.2µM* | 11 | u | -19% | i | 2% | -11% | -23% |
| CC(=O)c1cccc(N2C(=NC(=O)C3CCCCC3)SC3CS(=O)(=O)CC32)c1 (stereo not given) | -1% | 10% | 0 | 14% | 3% | i | 0% | u | 8% |
| CC1(C)CN(c2ccccc2)N(C(=O)c2ccc(C#N)cc2)C1=O | -21% | 1% | -14 | u | u | i | u | 1% | -15% |
| O=[N+]([O-])c1ccc(O)c(C=NN2CCCCC2)c1 | x | u | 6 | 8% | -1% | i | x | x | -1% |
| COCc1nc2sc(C)c(C)c2c(=O)[nH]1 | -4% | 11% | 1 | 4% | 17% | i | 6% | 1% | 21% |
| C=CCn1c(SCC(=O)Nc2ccc(C(=O)O)cc2)nnc1-c1cccnc1 | 2% | -1% | -7 | 13% | 21% | i | -5% | -2% | 18% |

Following part:
| SMILES | ATXN2 expr inh | KB-V1 MDR tox | IL1B secr inh | KB-3-1 tox | HT1080-NT tox | ATXN viability | MCF10A rereplic | SW480 rerep | HT1080 IDH1KD tx |
| --- | --- | --- | --- | --- | --- | --- | --- | --- | --- |
| CC(C)(C)C(=O)OCCNc1nc(-c2ccccc2)nc2ccccc12 | -13% | u | -54* | -11% | 11% | u | 1% | -9% | 8% |
| CN(CC(=O)Nc1ccc(N2CCOCC2)cc1)C(=O)c1ccc(O)c(Cl)c1 | 8% | 5% | i | -7% | 9% | i | 4% | -9% | 16% |
| O=C(NC1CCCC1)C(c1ccccn1)N(C(=O)c1csnn1)c1ccccc1Br (stereo not given) | 8% | -5% | 5 | -8% | 2% | i | -2% | 5% | -4% |
| COc1cc(CN2CCN(Cc3cccc(OC)c3OC)CC2)cc(OC)c1 | -2% | 15% | 18 | -3% | 6% | i | 12% | -2% | 8% |
| CCOC(=O)c1nc2nc(-c3cccs3)cc(C(F)(F)F)n2n1 | 4% | -12% | -16 | 4% | 6% | i | -45%[inhibitor] | 1% | 3% |
| CC(=O)OCc1nc2ccccc2s1 | 67%[activator] | -9% | 8 | -3% | -24% | i | 0% | -1% | -2% |
| COc1ccc(-c2nn(-c3ccccc3)cc2C(=O)Nc2nccs2)cc1 | -4% | u | u | u | -22% | i | 8% | -5% | -22% |
| O=C(NCCc1ccccn1)c1nc(Cn2ccc([N+](=O)[O-])n2)no1 | 7% | 3% | 27 | -3% | 7% | i | -3% | -15% | 1% |
| COc1ccc(NC(=O)CC2C(=O)N(c3cccc(OC)c3)C(=O)N2CCC2=CCCCC2)cc1 (stereo not given) | -30% | -22% | x | u | x | u | x | x | x |
| S=C(NC1CC1)N1CCN(c2ccc(Cl)cc2)CC1 | -16% | -1% | -12 | 1% | 4% | i | 7% | -3% | 0% |
| O=C(COn1nnc2ccc(S(=O)(=O)N3CCOCC3)cc21)NCc1cccc(Cl)c1 | x | -11% | 16 | 2% | 4% | u | x | x | 6% |
| COc1ccc(NS(=O)(=O)c2cccc(C(=O)NNC(=O)CN3C(=O)NC(C)(C)C3=O)c2)cc1 | 10% | u | 12 | 0% | 0% | i | 0% | u | 4% |
| COCCNC(=S)N=Nc1c(O)[nH]c2ccc([N+](=O)[O-])cc12 | 1% | 19% | 16 | -1% | 3% | u | -2% | u | 26µM* |
| COc1ccc(Cl)cc1NC(=O)COC(=O)c1ccc(Br)o1 | 4% | u | 16 | -10% | 0% | i | 12% | -14% | 2% |
| CC12CCC(C(=O)Nc3cccc(NC(=O)C45CCC(C)(C(=O)O4)C5(C)C)n3)(OC1=O)C2(C)C | 0% | 5% | 18 | 2% | 6% | i | -2% | 0% | 0% |
| O=c1c(C=NCc2cccnc2)c(C(F)(F)F)[nH]n1-c1nc2ccccc2s1 | u | 0% | 17 | -4% | -35% | i | 4% | 3% | u |
| COc1cccc(-c2c(C(=O)N/N=C/c3ccncc3)nnn2-c2nonc2N)c1 | 11% | 0% | -1 | 18% | 2% | i | -41%[inhibitor] | -2% | -6% |
| O=C(O)c1cnc(N2CCOCC2)nc1 | -21% | 5% | -8 | -5% | 22% | i | 1% | -2% | 28% |
| Cc1cc(S(=O)(=O)NCC(c2ccc3c(c2)OCO3)N2CCOCC2)ccc1F (stereo not given) | 7% | 5% | -13 | -2% | -2% | i | 13% | 5% | 0% |
| Cc1ccc2c(c1)C(=O)c1c(C(=O)O)cccc1-2 | -35% | 5% | 4 | 12% | 2% | i | u | -5% | -1% |
| CC(=O)Nc1ccc(NC(=O)N(c2ccccc2)c2ccccc2)cc1 | x | 1% | -8 | 5% | 3% | i | -5% | -1% | 0% |
| COc1cc(C(CC(=O)Nc2cc(C)ccn2)N2Cc3ccccc3C2=O)cc(OC)c1OC (stereo not given) | 5%&1% | u | 29 | 10%&3% | 2% | i | -1% | -5% | 5% |
| Cc1ccc(CSc2nc3c(c(=O)[nH]2)CCC3)cc1 | 31% | 2% | 20 | -1% | 1% | i | u | 1% | 17% |
| O=C(c1cccc(C(=O)N2CCC(O)(c3ccccc3)CC2)c1)N1CCC(O)(c2ccccc2)CC1 | -2% | 19% | -9 | -2% | -3% | u | 0% | -10% | -7% |
| O=C1COc2ccc(C(=O)COC(=O)Cc3ccsc3)cc2N1 | -27% | 15% | -5 | -5% | -4% | i | 5% | -2% | -29% |

Next part
| SMILES | ATXN2 expr inh | KB-V1 MDR tox | IL1B secr inh | KB-3-1 tox | HT1080-NT tox | ATXN viability | MCF10A rereplic | SW480 rerep | HT1080 IDH1KD tx |
| --- | --- | --- | --- | --- | --- | --- | --- | --- | --- |
| CC(=O)NC(Cc1ccccc1)C(C)=O (stereo not given) | 14% | 3% | 13 | -1% | 2% | u | 0% | 3% | 11% |
| CC(C)CCC1(CCNC(C)c2cccs2)CCOC(C)(C)C1 (stereo not given) | -10% | -18% | x | -1% | -20% | i | u | 56% | u |
| O=C(NC1=NCCS1)c1cccc(NC(=O)c2ccco2)c1 | 2% | 8% | u | 0% | -3% | i | 3% | -5% | 3% |
| Cc1ccc(Cn2nc(C)c(NC(=O)c3cc(C)no3)c2C)cc1 | -2% | u | 1 | 4% | -3% | i | 0% | 3% | -2% |
| COc1cccc(C2CC3(CC(C)(C)NC(=S)N3)Oc3cc(O)ccc32)c1 (stereo not given) | -9% | -26% | 0 | u | -6% | i | u | u | 2% |
| O=C(Nc1ccc(Cl)cc1)c1ccc(OCC2CCCO2)cc1 (stereo not given) | 26% | 13µM* | 24 | u | -12% | i | 0% | -9% | 0% |
